Assay outcomes deposited in PubChem BioAssay by National Center for Advancing Translational Sciences (NCATS).
HT1080 IDH1KD tx – qHTS for induction of synthetic lethality in tumor cells producing 2HG: qHTS for the HT-1080-IDH1KD cell line; Potency, µM (series often up to 46.1 µM), without a hit: top-dose activity, negative = toxicity, hits mostly cytotoxic; 360,000 compounds, 2% hits; HT-1080 IDH1 knockdown viability, ATP luminescence, 48 h;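 further: potency means the concentration at half of the fitted maximal effect; 0% = DMSO wells and -100% = cell-free medium wells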
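HT-1080-IDH1KD cells (IDH1 knocked down), 750/well in RPMI with 5% FBS, treated with compound 48 h at 37 degrees C. Viability by CellTiter-Glo luminescence, normalised to DMSO and no-cell wells; concentration-response curves classed.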
KB-V1 cytotox – qHTS assay for MDR1-selective chemotherapeutics: Primary screen using the drug-selected MDR subline cells KB-V1. KB-V1 MDR cells viability, CellTiter-Glo, 72 h. Potency, µM (series often up to 46.1 µM), without a hit: at the top dose activity change, negative = cytotoxicity, actives largely listed as cytotoxic. 400,000 compounds, 3.4% hits; further: potency means the concentration at half of the fitted maximal effect; on the % scale 0 is the no-effect control and ±100 the full control effect; nearly all actives have a fitted effect of over 60% in size
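Luminescent ATP read-out (CellTiter-Glo, 10 min) measures survival of drug-selected KB-V1 MDR cells after 72 h, 37 degrees C compound exposure. Medium: phenol-red-free DMEM, 10% FBS. Values from fitted concentration-response curves.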
MCF10A rerep – A quantitative high throughput screen for small molecules that induce DNA re-replication in MCF 10a normal breast cells. MCF 10A DNA re-replication, Hoechst nuclear intensity, 48 h. Potency, µM (top dose mostly 46.1 µM), for inactives: at the highest dose activity, positive = re-replication, hits mostly activators. 350,000 compounds, 2.9% hits. AID 624296, 2012; further: potency means the concentration at half of the fitted maximal effect; % of control where 0% means no effect; nearly all actives have a fitted effect of over 50% in size
HT1080-NT tox – qHTS for induction of synthetic lethality in tumor cells producing 2HG: qHTS for the HT-1080-NT fibrosarcoma cell line; HT-1080-NT fibrosarcoma viability, CellTiter-Glo ATP luminescence, 48 h; Potency, µM (series often up to 46.1 µM), without a hit: top-dose activity, negative = less viability, usual class: cytotoxic; 360,000 compounds, 1.6% hits;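 further: NT is the 2HG producing partner of a matched IDH1 knockdown line; potency means the concentration at half of the fitted maximal effect; 0% = DMSO-treated cells and -100% = media-only wells without cells; nearly all actives have a fitted effect of over 55% in size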
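HT-1080-NT fibrosarcoma cells (2HG-overproducing), 750 cells/well in RPMI with 5% FBS, dosed after 2 h and incubated 48 h at 37C. CellTiter-Glo luminescence normalized to DMSO and no-cell wells; concentration-response curves fitted and classed.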
KB-3-1 cytotox – qHTS assay for MDR1-selective chemotherapeutics: Primary screen using the parental adenocarcinoma cell KB-3-1. Potency, µM (doses to about 46.1 µM), without a hit: at the highest dose activity change, negative = cytotoxic, most hits filed as cytotoxic. KB-3-1 viability, CellTiter-Glo ATP luminescence, 72 h. 400,000 compounds, 1.4% hits; further: potency means the concentration at half of the fitted maximal effect; on the % scale 0 is the no-effect control and ±100 the full control effect; nearly all actives have a fitted effect of over 60% in size
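Screening of KB-3-1 cells (DMEM, 10% FBS, phenol-red free) ran from lowest to highest compound concentration; after 72 h at 37 °C viability was read luminescently and curves fitted.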
IL1B secr inh – qHTS for Inhibitors of Inflammasome Signaling: IL-1-beta AlphaLISA Primary Screen | THP-1 LPS/ATP IL-1B secretion, AlphaLISA, 16 h; hits give low values | activity change, % at 57.5 µM | 360,000 compounds, 4.7% hits; in the data active means activity change below about -50%; inconclusive means mostly about -30% to -49%; further: on the % scale 0 is the no-effect control and ±100 the full control effect
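THP-1 cells pretreated 1 hr with compounds (up to 57.5 uM final), then stimulated with LPS (250 ng/mL final) plus ATP (1.25 mM final); secreted IL-1B measured by AlphaLISA after 16 hr, decreased signal indicating inhibition.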
D3 ag – qHTS of D3 Dopamine Receptor Agonist: qHTS; D(3) dopamine receptor (Homo sapiens), P35462; D3R DiscoveRx beta-arrestin cells, luminescence, 90 min; max activation, %; 410,000 compounds, 0.58% hits; in the data active means max activation above about 30%; further: 0% is about no effect; mostly tested at two doses, the higher about 12 µM
Target sequence (P35462 whole entry, looked up): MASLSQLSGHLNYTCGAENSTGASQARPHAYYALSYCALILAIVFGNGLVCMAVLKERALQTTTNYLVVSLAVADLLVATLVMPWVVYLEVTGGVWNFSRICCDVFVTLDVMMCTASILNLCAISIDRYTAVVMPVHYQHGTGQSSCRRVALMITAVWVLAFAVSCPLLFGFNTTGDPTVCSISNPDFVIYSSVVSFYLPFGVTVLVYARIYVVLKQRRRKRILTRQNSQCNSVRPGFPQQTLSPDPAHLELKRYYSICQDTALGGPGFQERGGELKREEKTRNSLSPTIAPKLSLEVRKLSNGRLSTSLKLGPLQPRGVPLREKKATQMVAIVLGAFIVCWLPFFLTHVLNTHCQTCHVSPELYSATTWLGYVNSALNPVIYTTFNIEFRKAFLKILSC
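Agonist-mode cell screen: cells plated at 1500/well and incubated overnight at 37 °C, then exposed to library compounds for 90 min at 37 °C. Detection reagent was added for 30–60 min at room temperature, and luminescence was read.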
SW480 rerep – A quantitative high throughput screen for small molecules that induce DNA re-replication in SW480 colon adenocarcinoma cells | SW480 DNA re-replication, Hoechst DNA content imaging, 48 h | Potency, µM (highest dose often 46.1 µM), for inactives: at the top dose re-replication activation, actives largely listed as activators | 340,000 compounds, 1.8% hits; further: potency means the concentration at half of the fitted maximal effect; % of control where 0% means no effect; nearly all actives have a fitted effect of over 55% in size
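Hoechst fluorescence of nuclei (405 nm excitation, 500-530 nm emission) measured by plate-scanning imager after 48 hr compound exposure at 37 C; re-replication scored as increased number of nuclei with elevated intensity.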
HEK293 tox – qHTS of GLP-1 Receptor Inverse Agonists: Cytotox Screen; Potency, µM (highest dose often 38.3 µM), for inactives: at the top dose activity change, negative = inhibition, most hits filed as inhibitors; HEK293 cAMP-luciferase reporter cells, luminescence, 24 h; 410,000 compounds, 0.13% hits; AID 624418, 2012;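 further: loss of luciferase light is scored as toxicity; potency means the concentration at half of the fitted maximal effect; on the % scale 0 is the no-effect control and ±100 the full control effect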
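Here, cytotoxicity is scored as loss of luminescence. The MLSMR collection was tested on cells seeded in medium containing 10% Nu serum, with a 24 hr compound exposure preceded by 12 hours of culture.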
* marks the source's active call; other numbers are inactive results; i = inactive; ? = inconclusive; . = not tested or not shown; & = joins results of further samples; [ ] = another dose, or the depositor's remark. Unless noted, the call rests on the fitted dose curve; in most records, active means well fitted curve in the direction sought with a large enough effect; inconclusive means small, poorly fitted or top-dose-only effect, or another doubt; inactive means no such curve, though single readings can be large; an effect the other way counts as inactive or inconclusive.

SMILES	HT1080 IDH1KD tx	KB-V1 cytotox	MCF10A rerep	HT1080-NT tox	KB-3-1 cytotox	IL1B secr inh	D3 ag	SW480 rerep	HEK293 tox
Cc1c(Cl)cnc(NC(=O)COC(=O)c2ccc3c(c2)OCO3)c1Cl	-2%	-7%	2%	-2%	?	18	12	3%	3%
OC(c1ccc(Cl)cc1)c1ncc(-c2ccc(Oc3ccccc3)cc2)[nH]1 (configuration not stated)	23µM*	1%	.	23µM*	?	?	5	.	-9%
O=C(CNC(=O)c1ccc(Cl)cc1)NCC(F)(F)F	16%	7%	?	19%	11%	-1	-2	-23%	-6%
O=C(CNC(=O)OCc1ccccc1)NC1(C(=O)O)CCCC1	7%	22%	-3%	6%	21%	5	4	-9%	-10%
Nc1nccnc1C(=O)OCC(=O)C12CC3CC(CC(C3)C1)C2	-3%	26%	-5%	-23%	6%	19	1	0%	0%
Cc1ccc(C(=O)Nc2ccc(C)c(S(=O)(=O)N(C)C)c2)s1	-13%	?	5%	-10%	-3%	?	-2	?	-11%
CC(=O)N1CCN(C(=O)C2(NC(=O)Nc3ccccc3Cl)CCCCC2)CC1	1%	21%	-8%	8%	14%	-1	5	-5%	0%
COc1ccc(CC(=O)Nc2cccc(S(=O)(=O)N3CCCC3)c2)cc1OC	-13%	-11%	20%	-1%	?	-15	-1	?	-1%
Cc1ccc(N2CC(C(=O)NCCC3=CCCCC3)CC2=O)cc1 (configuration not stated)	0%	15%	12%	2%	-1%	10	4	-13%	5%
S=C1NNC2(CC3CC2C2CCCC32)NN1 (configuration not stated)	-4%	4%	4%	-1%	0%	2	2	-7%	-7%
CC(C)OP(=O)(OC(C)C)C1(NS(=O)(=O)c2ccc(Cl)cc2)C=C(Cl)C(=O)C(Cl)=C1	?	8%	-4%	?	-12%	-4	-3	-1%	-20%
CC(=O)Nc1ccc(Nc2nc3ccccc3nc2NS(=O)(=O)c2ccc(Cl)c([N+](=O)[O-])c2)cc1	7%	2%	?	-1%	2%	-108*	3	3%	-26%
CCn1c(=O)cc(SCC(=O)NCCC2=CCCCC2)c2ccccc21	23%	-1%	2%	13%	8%	-11	-7	-3%	2%
Cc1ccc(S(=O)(=O)NCc2ccccc2)cc1C(=O)N1CCCC(C(F)(F)F)C1 (configuration not stated)	-1%	?	8%	?	13%	-12	1	3%	-10%
O=C(NNS(=O)(=O)c1ccc([N+](=O)[O-])cc1)c1ccc2ccccc2c1O	-20%	?	3%	-12%	-2%	34	11	-9%	-6%
COc1ccccc1CNC(=O)COC(=O)Cn1cnc2c1c(=O)n(C)c(=O)n2C	9%	20%	.	9%	4%	14	0	.	-2%
Cc1nonc1NC(=O)c1ccccc1Br	-2%	6%	-2%	-2%	2%	12	9	22%	2%
O=C1Nc2ccc(Br)cc2C1(O)c1ccccc1 (configuration not stated)	6%	-2%	-13%	-5%	-8%	42	-5	10%	-18%
O=C(c1ccco1)N1CCN(C(=O)C2CC(=O)N(c3ccc(Cl)cc3)C2)CC1 (configuration not stated)	2%	-12%	-21%	-4%	-1%	-11	-16	-18%	-1%
CNc1cc(-c2cccc(OC)c2F)nc2ccnn12	-26%	?	.	-28%	-6%	?	-4	.	-1%
COc1cccc(N2CCN(C(=O)c3ccc(=O)oc3)CC2C)c1 (configuration not stated)	3%	?	9%	-2%	-2%	41	-5	-2%[9.22 µM]	19%
O=C(NCc1ccncc1)c1cccc(S(=O)(=O)Nc2ccc(SC(F)F)cc2)c1	-4%	-1%	13%	?	-4%	0	7	-2%	-17%
Cc1cccc(-n2nnnc2SCc2csc(-c3ccccc3)n2)c1	5%	9%	?	8%	1%	-1	7	-17%	-17%
Cc1ccc(C2=NS(=O)(=O)N(C)C(C(=O)NCc3ccc(F)cc3)=C2)cc1	-9%	-1%	-4%	0%	4%	3	-13	-6%	-11%
CN(CCc1ccccn1)C(=O)CCC1CCCN(C(=O)c2ccsc2)C1 (configuration not stated)	7%	0%	3%	11%	-2%	1	-14	0%	-6%
COc1ccc2[nH]c(C(=O)Nc3ccc4c(c3)OCO4)cc2c1	?	-10%	13%	-16%	0%	-22	-1	12%	-3%
CCCCN(C(=O)COC(=O)c1ccc(C=O)cc1)c1c(N)n(CCC)c(=O)[nH]c1=O	-2%	-3%	9%	-2%	7%	9	-14	-3%	-20%
O=C(Cn1c(-c2cscn2)nc2ccccc21)Nc1cc(F)ccc1F	-6%	-3%	23%	?	3%	3	15	0%	9%
CC(=O)Nc1ccc(C(=O)COC(=O)CCN2C(=O)C3CC=CCC3C2=O)cc1 (configuration not stated)	9%	26%	-6%	5%	4%	-5	2	-7%	-4%
COc1cc(OC)c(C(=O)OCC(=O)Nc2cc(C)on2)cc1OC	-1%	?	-7%	15%	-20%	-13	2	2%	-1%
O=C(Nc1ccccc1F)c1ccc(S(=O)(=O)NCC2CCCO2)cc1 (configuration not stated)	-4%	?	5%	10%	0%	18	17	-12%	1%
COc1ccc(CCN(C(=O)c2cccc(F)c2)C2CC(=O)N(c3ccc(OC)cc3)C2=O)cc1 (configuration not stated)	11%	2%	18%	3%	17%	-5	-4	0%	4%
COc1cccc(S(=O)(=O)NCC(=O)N2CCCC2)c1	13%	?	-3%	10%	15%	4	0	-13%	2%
Fc1cccc(Cl)c1-c1nnc2ccc(C(F)(F)F)cn12	2%	0%	-5%	7%	2%	-5	14	1%	0%
Cc1ccc(N(C(=O)Cc2cccs2)C(C(=O)NCC2CCCO2)c2ccncc2)cc1 (configuration not stated)	3%	-22%	17%	10%	3%	-6	22	-47%[inhibitor]	8%
COc1ccc(N2CC(C(=O)Nc3ccc(S(=O)(=O)N4CCCC4)cc3)CC2=O)cc1 (configuration not stated)	-2%	?	-13%	2%	-1%	-13	2	-1%	2%
CC(C)(C)C(=O)Nc1ccc2nc(SCC(=O)N3CCc4ccccc43)sc2c1	.	-35%	.	.	?	.	6	.	-25%
COc1ccc(CCn2c(=N)c(C(=O)NCc3ccco3)cc3c(=O)n4ccccc4nc32)cc1OC	-3%	-17%	5%	0%	0%	?	-8	-1%	-11%
COc1ccc(NC(=O)Cc2nnc(SCC(=O)Nc3nccs3)n2C)cc1	9%	8%	-4%	-2%	-11%	21	3	-2%	-2%
O=C(CSc1ccc(-c2cccnc2)nn1)Nc1ccccc1C(F)(F)F	-12%	?	-8%	-7%	0%	i	2	-6%	6%

One compound at a time, from the list above. Values in the order: HT1080 IDH1KD tx | KB-V1 cytotox | MCF10A rerep | HT1080-NT tox | KB-3-1 cytotox | IL1B secr inh | D3 ag | SW480 rerep | HEK293 tox
Shown for `O=C(Nc1ccccc1F)c1ccc(S(=O)(=O)NCC2CCCO2)cc1` (configuration not stated) = -4% | ? | 5% | 10% | 0% | 18 | 17 | -12% | 1%
Shown for `O=C(CSc1ccc(-c2cccnc2)nn1)Nc1ccccc1C(F)(F)F` = -12% | ? | -8% | -7% | 0% | i | 2 | -6% | 6%
Shown for `COc1cccc(N2CCN(C(=O)c3ccc(=O)oc3)CC2C)c1` (configuration not stated) = 3% | ? | 9% | -2% | -2% | 41 | -5 | -2%[9.22 µM] | 19%

More results:
SMILES	HT1080 IDH1KD tx	KB-V1 cytotox	MCF10A rerep	HT1080-NT tox	KB-3-1 cytotox	IL1B secr inh	D3 ag	SW480 rerep	HEK293 tox
COc1ccc(OC)c(CN(CCCN2CCOCC2)S(=O)(=O)c2ccc(NC(C)=O)cc2)c1	4%	18%	-1%	-2%	4%	2	-5	-5%	2%
Cc1occc1C(=O)Nc1ccc2c(c1)CCC2	-22%	-22%	-7%	-16%	?	-14	2	1%	-1%
CCOC(=O)C1=C(C)NC(=O)NC1c1cccs1 (configuration not stated)	-1%	0%	-18%	7%	13%	-6	7	4%	-4%
O=C(NC(=S)Nc1ccc(CN2CCOCC2)cc1)c1ccc([N+](=O)[O-])cc1Cl	-2%	12%	4%	-9%	3%	1	-16	9%	-9%
CCC(c1nnc(SCc2nc3ccccc3s2)n1Cc1ccccc1)N(C)C (configuration not stated)	-10%	-4%	?	-4%	-3%	1	3	11%	-3%
CCC(C)NC(=O)Cn1cnc([N+](=O)[O-])c1 (configuration not stated)	0%	-3%	-8%	5%	5%	9	4	2%	1%
COc1ccccc1CN1CCNC(=O)C1CC(=O)N(C)Cc1cnccn1 (configuration not stated)	14%	2%	0%	9%	1%	10	3	-4%	6%
COc1cccc(CNC(=O)CN(c2ccc(C(C)C)cc2)S(=O)(=O)c2c(C)noc2C)c1	0%	0%&14%	-12%	-1%	-3%&3%	-18	-2&3	1%	-6%&-14%
Cc1ccnc(NS(=O)(=O)c2ccc(NC(=O)c3snnc3C)cc2)n1	4%	0%	-1%	-3%	13%	-5	1	-11%	-1%
CN(c1ccc(OCC(=O)Nc2cc(Cl)ccc2C(=O)O)cc1)S(=O)(=O)c1ccc(F)cc1	-6%	-14%	?	-9%	0%	7	-6	3%	-10%
O=C(c1ccc(S(=O)(=O)Nc2ccccc2F)cc1)N1CCCC1	-3%	-1%	8%	-13%	1%	14	6	-5%	-1%
O=S(=O)(c1ccccc1S(=O)(=O)N1CCCCC1)N1CCCCC1	-22%	15µM*	3%	?	-7%	-18	-9	7%	-14%
CC(=O)Nc1c2c(nn1-c1ccccc1C)CSC2	0%	-7%	0%	16%	-1%	23	0	2%	7%
